# Mcl-1 Bim block: inhibitors of Bim peptide binding to Mcl-1, primary screen, biochemical, bead-based flow cytometry, multiplex; Induced myeloid leukemia cell differentiation protein Mcl-1 (Homo sapiens), Q07820; Bim peptide-Mcl-1 binding; inhibition, % at 10 µM; 190,000 tested, 0.1% active; AID 1009, 2008; in the data active = inhibition above about 40%;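 also: 0% = no compound tracer wells and 100% = peptide blocker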
# Target sequence (Q07820 whole entry, looked up): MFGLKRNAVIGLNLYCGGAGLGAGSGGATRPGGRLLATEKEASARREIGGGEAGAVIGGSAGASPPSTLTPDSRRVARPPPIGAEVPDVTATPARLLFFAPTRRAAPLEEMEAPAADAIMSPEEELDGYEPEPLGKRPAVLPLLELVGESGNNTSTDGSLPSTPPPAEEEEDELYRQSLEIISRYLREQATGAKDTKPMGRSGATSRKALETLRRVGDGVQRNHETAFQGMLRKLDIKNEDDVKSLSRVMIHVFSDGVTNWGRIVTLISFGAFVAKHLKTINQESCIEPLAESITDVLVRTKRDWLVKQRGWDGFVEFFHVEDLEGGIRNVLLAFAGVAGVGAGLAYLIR
# Pf gamet viab: late stage P. falciparum gametocyte viability inhibitors, primary screen, ATP luminescence, HTS; P. falciparum stage V gametocytes, 24 h; inhibition, % at 10.9 µM; 150,000 tested, 0.065% active; AID 743093, 2013;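 active = inhibition above the mean plus 3 SD of compounds within the control limits, set per campaign, cut at about 38% in these data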;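 also: 0% = DMSO wells and 100% = medium only without gametocytes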
# Mcl1 Bid PPI: Mcl-1/Bid binding inhibitors, primary screen, biochemical, TR-FRET, 1536-well | inhibition, % at 21.7 µM | TR-FRET Mcl-1/Bid-Dy647 peptide binding | 220,000 tested, 0.97% active | AID 1021, 2008;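 active = compounds that cut the binding signal by more than half at the single screening dose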;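 also: His-tagged Mcl-1 with europium anti-His antibody binding Bid BH3 peptide; 0% = Mcl-1 plus peptide wells and 100% = peptide-only wells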
# Rab2A wt mod: modulators of GTP binding to Rab2A wildtype, primary screen, biochemical, dog, bead-based flow cytometry, multiplex; GST-Rab2 wt beads, Bodipy-GTP binding; GTP binding activity, % at 10 µM; 190,000 tested, 0.19% active; AID 760, 2007;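 active = GTP binding activity at least 20 points away from 100%, either lowered or raised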;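 also: 0% = beads with excess unlabeled GTP and 100% = no-compound control corrected for plate trend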
# Rac1 act GTP bind: GTP binding modulators of activated mutant Rac1, primary screen, biochemical, bead-based flow cytometry, multiplex, fluorescent GTP; 190,000 tested, 0.11% active; AID 764, 2007; percent activity (GTP binding), % at 10 µM; GST-Rac1 activated beads; actives lie on both sides; 100% means binding = to untreated wells; Ras-related C3 botulinum toxin substrate 1 (Homo sapiens), P63000;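 active = GTP binding at least 20 percentage points away from the 100% baseline, in either direction, so actives lie on both sides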
# Rab7 wt GTP bind: modulators of GTP binding to Rab7, primary screen, biochemical, wildtype, multiplex bead flow cytometry | Rab7 GTPase wild type (dog), Bodipy-FL-GTP binding | GTP binding activity (percent of control), % at 10 µM | AID 758, 2007 | 190,000 tested, 0.055% active | GST-Rab7 beads, fluorescent GTP binding; actives lie on both sides; untreated = 100%, excess cold GTP = 0%;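 active = fluorescent GTP binding to Rab7 beads changed by at least 20 points from the 100% baseline, either direction, mostly lower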;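 also: median green fluorescence of bound Bodipy-FL-GTP per Rab7 bead population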
# RGS8-Gao: RGS8-Galphao binding modulators, primary screen, biochemical, multiplexed bead flow cytometry; actives lie on both sides; response (percent of control binding), % at 10 µM; 220,000 tested, 0.34% active; AID 1423, 2008; in the data active = response below about 60% or above about 140%; inactive = in between;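 also: Galphao activated as the GDP aluminium fluoride complex binding bead-coupled RGS8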
# Target sequence (P09471 whole entry, looked up): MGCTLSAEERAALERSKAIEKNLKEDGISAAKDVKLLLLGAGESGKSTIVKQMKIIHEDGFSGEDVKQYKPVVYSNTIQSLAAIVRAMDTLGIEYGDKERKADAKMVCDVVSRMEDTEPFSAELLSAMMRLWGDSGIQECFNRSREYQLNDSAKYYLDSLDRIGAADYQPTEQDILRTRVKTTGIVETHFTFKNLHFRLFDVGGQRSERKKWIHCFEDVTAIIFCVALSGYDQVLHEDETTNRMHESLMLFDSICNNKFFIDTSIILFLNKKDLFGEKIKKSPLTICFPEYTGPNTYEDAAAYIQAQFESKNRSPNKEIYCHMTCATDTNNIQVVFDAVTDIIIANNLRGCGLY
# Cdc42 wt GTP: modulators of GTP binding to wildtype Cdc42, primary screen, biochemical, multiplex bead flow cytometry, Bodipy-GTP | Cell division control protein 42 homolog (Homo sapiens), P60953 | GST-Cdc42 beads; actives lie on both sides | percent activity (GTP binding), % at 10 µM | 190,000 tested, 0.2% active | AID 761, 2007;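 active = percent activity GTP binding at least 20 points away from the 100% baseline, either down as inhibitor or up as activator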;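 also: median bead fluorescence of bound Bodipy-FL-GTP at 100 nM; 0% = excess unlabeled GTP control and 100% = no compound control; below 100% means less GTP binding so inhibitor and above means activator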
# Rac1 wt GTP bind: wildtype Rac1 GTP binding modulators, primary screen, biochemical, GST-Rac1 beads, flow cytometry, multiplex. fluorescent GTP binding; actives lie on both sides; 0 = cold GTP competed, 100 = untreated. GTP binding activity (% of control), % at 10 µM. 190,000 tested, 0.27% active;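 active = GTP binding activity at least 20 points away from the 100% control level, either lower or higher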
# HRas wt GTP: modulators of GTP binding to HRas wildtype, primary screen, biochemical, bead-based flow cytometry, multiplex | GTPase HRas (Homo sapiens), P01112 | GST-Ras wt beads, Bodipy-FL-GTP binding; actives lie on both sides | GTP binding activity, % at 10 µM | 190,000 tested, 0.14% active;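 active = GTP binding activity at least 20% away from the 100% baseline, either lowered as inhibitor or raised as activator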;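 also: 0% = unlabeled GTP competition control and 100% = no-compound control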
# Target sequence (P01112 whole entry, looked up): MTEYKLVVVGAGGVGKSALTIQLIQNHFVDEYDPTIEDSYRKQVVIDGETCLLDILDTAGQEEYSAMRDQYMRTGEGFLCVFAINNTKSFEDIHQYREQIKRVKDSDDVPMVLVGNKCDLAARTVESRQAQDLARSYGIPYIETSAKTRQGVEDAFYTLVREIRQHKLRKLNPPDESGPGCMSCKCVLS
# Mcl1-Noxa inh: Mcl-1/Noxa binding inhibitors, primary screen, biochemical, TR-FRET, 1536-well; 220,000 tested, 1.5% active; inhibition, % at 21.7 µM; TR-FRET Mcl-1/Noxa peptide binding, 2 h; Induced myeloid leukemia cell differentiation protein Mcl-1 (Homo sapiens), Q07820;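 active = compounds that cut the protein-peptide binding signal by more than 50% relative to plate controls in a single-dose test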;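 also: His-tagged Mcl-1 with rhodamine Noxa BH3 peptide and terbium anti-His antibody; 0% = Mcl-1 plus Noxa peptide wells and 100% = peptide-only wells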
# * hit, by the source's call; . = no result given. Rows were taken by chance (roughly 2.9% active in at least one column).
SMILES,Mcl-1 Bim block,Pf gamet viab,Mcl1 Bid PPI,Rab2A wt mod,Rac1 act GTP bind,Rab7 wt GTP bind,RGS8-Gao,Cdc42 wt GTP,Rac1 wt GTP bind,HRas wt GTP,Mcl1-Noxa inh
CCc1ccc(N2CC(C)Cn3c2nc2c3c(=O)n(CCN3CCOCC3)c(=O)n2C)cc1 (stereo not given),0,.,-24,108,103,107,94,109,114,108,10
CCC1(C)N=c2c(c(=O)n(C)c(=O)n2C)=NO1 (stereo not given),-4,-16,-33,103,98,98,97,100,99,102,-10
COc1ccc(-c2[nH]ncc2CN(C)Cc2cccnc2)c(OC)c1,-4,.,-13,97,95,97,99,97,96,95,8
CCOc1ccc(-c2nc(-c3ccncc3)no2)cc1OCC,0,.,-2,101,102,103,94,104,110,103,1
CCC(CC)C1C(C#N)=C(N)Oc2n[nH]c(-c3ccccc3)c21 (stereo not given),2,.,13,98,97,97,93,100,100,99,21
CNC(=O)Nc1ccccc1F,0,.,-11,103,100,102,102,106,108,105,0
O=C(NCc1cccnc1)c1ccc([N+](=O)[O-])cc1,2,3,-33,103,96,103,98,98,101,101,24
CC(=O)NC1=NN(C(C)=O)C(C)(c2ccc(C)o2)S1 (stereo not given),0,11,-26,95,96,90,94,98,98,94,2
COc1ccccc1NC(=S)N1CCC(NC(=O)c2ccco2)CC1,0,-3,-47,93,96,93,102,96,100,96,-3
CC(O)Cc1cn([C@@H](CCCCN)C(=O)N2CCNCC2)nn1 (stereo not given in full),1,-17,14,96,98,97,68,98,96,98,15
COc1ccc(CSCC(=O)N/N=C/c2ccc(OCC(=O)NCc3ccco3)cc2)cc1,0,.,-6,97,97,96,96,99,96,98,23
O=C(Nc1cc(Cl)cc(Cl)c1)C(c1ccccc1)N1CCCCC1 (stereo not given),-2,.,-7,92,91,93,108,94,97,94,-7
N#Cc1nc(COc2ccc(F)cc2)oc1N1CCC(Cc2ccccc2)CC1,-1,5,-32,97,97,96,110,98,101,97,9
CCOC(=O)N(CC)OC(=O)Nc1ccc(Cl)cc1,-1,.,-17,94,94,91,100,97,94,95,13
O=c1c2oc3ccccc3c2ncn1Cc1ccc(Cl)cc1,-1,-23,-14,95,98,96,104,97,103,97,-9
COc1ccc(S(=O)(=O)N[C@H](C(=O)O)C(C)C)cc1,-2,.,11,102,101,99,103,104,105,102,7
Cc1nc(C)c(C(=O)C2=C(O)C(=O)N(CCN(C)C)C2c2ccccc2)s1 (stereo not given),0,.,-23,99,98,99,104,98,105,97,33
CCOc1ccc(NC(=O)c2nnn(CC(=O)Nc3ccccc3OCC)c2N)cc1,0,.,-18,97,98,97,102,99,100,98,14
COc1cc(N(C)C)c(NC(C)=O)cc1C(=O)O,-1,-3,6,102,101,101,100,101,103,102,6
Cc1ccc(S(=O)(=O)C2(C(=O)N3CCCCC3C)CC2)cc1 (stereo not given),0,.,-25,101,102,98,100,105,111,102,1
CCOc1ccc(NC(=O)CC(c2ccccc2)c2ccc(F)cc2)cc1 (stereo not given),-11,17,-2,102,100,98,102,99,102,100,6
Cc1cc(F)ccc1S(=O)(=O)Nc1ccccc1C(=O)NCc1cccnc1,0,0,7,93,93,102,101,91,97,95,6
O=C(O)CC1S/C(=N/N=C/C=C/c2ccccc2[N+](=O)[O-])NC1=O (stereo not given),38,-8,-3,99,98,102,90,97,104,100,-1
N#Cc1c(Nc2ccccc2)c(/C=N/NCCO)c[nH]c1=O,0,.,-21,99,94,96,101,95,96,99,3
O=C(Cc1ccc(Cl)cc1)NNS(=O)(=O)c1ccc([N+](=O)[O-])cc1,-4,-5,-15,97,98,100,109,101,103,99,9
C[C@]12CCC(=O)C=C1CC[C@@H]1[C@@H]2C(=O)C[C@@]2(C)[C@H]1CC[C@]2(O)C(=O)CO,-1,.,-9,98,100,101,.,98,104,96,19
O=C(Cn1nc(C(F)F)cc1C(F)F)N/N=C/c1ccc2c(c1)OCO2,1,.,-8,106,100,107,102,105,104,105,-1
Cc1cc(C)cc(N(C(=O)CNC(=O)c2cccs2)C(C(=O)NC2CCCC2)c2cccnc2)c1 (stereo not given),0,.,-20,95,92,97,100,96,102,97,-7
CCN(CC)c1ccc(NC(=O)c2cccnc2)cc1,-4,.,-41,101,100,99,102,104,105,101,19
COc1ccc(CCNC(=O)c2cnn3cccnc23)cc1OC,-1,.,-1,97,97,99,101,101,100,100,-7
COC(=O)c1cccc(NC(=O)CSc2nc3cccnc3n2C)c1,-1,-28,-23,98,95,101,104,102,102,101,11
CC(C)CC1(C(=O)O)NC(c2ccccc2O)C2C(=O)N(C(C)C)C(=O)C21 (stereo not given),-4,.,-25,104,105,99,106,104,109,104,-11
CCOC(=O)c1ccc(N(CC(=O)NC2CCCC2)C(=O)CNC(=O)c2ccco2)cc1,-3,-8,6,97,94,97,101,99,95,97,-10
O=C1CS/C(=C/C(=O)c2cccc(Cl)c2)N1,0,3,-32,97,94,94,98,96,95,100,-12
CC1=C(C#N)c2nc(N)c(C#N)c(C)c2/C1=C\c1ccc(C)cc1,-4,.,-26,101,89,99,100,100,98,101,14
O=C(CS(=O)(=O)c1c[nH]c2ccccc12)Nc1ccc2c(c1)OCCO2,0,.,-21,104,99,107,97,102,104,105,14
Cc1c(CNCCCc2ccccc2)c(C(=O)O)c(C)n1Cc1ccccc1,-5,1,-32,100,103,102,102,103,104,102,15
O=C(CN1CCCc2ccccc21)N/N=C/c1c(O)ccc2ccccc12,-7,-34,-169,98,97,96,101,101,98,97,-58
O=C(c1cc2nc(-c3ccc(F)cc3)cc(C(F)(F)F)n2n1)N1CCOCC1,0,5,3,97,96,99,100,99,99,98,-2
CCOc1cc(NC(=S)NCc2ccco2)c(OCC)cc1NC(=O)CC,-5,14,-28,103,102,98,98,103,105,102,2
CCCC(=O)Nc1ccc(C(=O)NCCCn2ccnc2)cc1,-4,.,-10,102,103,99,98,101,108,103,-3
Clc1cccc(OCCN2CCOCC2)c1,-3,19,-19,99,98,98,106,97,96,98,-3
Cc1cccc(-n2c(SCC(N)=O)nc3c(c2=O)C2(CCCC2)Cc2ccccc2-3)c1,1,.,33,93,91,94,103,93,92,92,22
CC(C)C(=O)Nc1nnc(CSCc2ccccc2F)s1,-6,.,-1,98,101,97,101,100,105,100,14
c1ccc2c(SCc3cn4ccccc4n3)nncc2c1,-2,2,9,97,98,97,93,96,97,97,0
O=C1C(Cc2cccc([N+](=O)[O-])c2)SC(=Nc2ccccc2)N1c1ccccc1 (stereo not given),-7,.,4,98,98,101,103,99,102,98,12
CCCN1CCN(C(=S)NCc2ccc(Cl)cc2)CC1,-2,-7,-14,103,99,105,100,100,102,101,-13
O=C(NCc1ccccn1)C(F)(F)C(F)(F)C(=O)NCc1ccccn1,0,-1,-13,106,102,110,102,103,105,103,-25
Cc1ccc(C2C(C#N)=C(N)Oc3n[nH]c(-c4cccnc4)c32)o1 (stereo not given),-2,-4,-28,97,93,102,100,97,100,100,26
c1ccc(OCc2cc(-c3ccccc3)no2)cc1,-4,-3,-7,97,97,95,102,96,102,96,3
Cc1cc(Cl)ccc1N1C(=O)CC(NNC(=O)c2cccnc2)C1=O (stereo not given),-1,-8,-24,96,101,98,99,99,104,99,11
OCC1(Cc2ccc(Cl)cc2)CCN(CC2CC=CCC2)CC1 (stereo not given),-5,-8,3,99,96,100,103,97,103,100,3
COc1cccc(C2=NOC(C(=O)N3CCN(c4ccccc4)CC3)C2)c1OC (stereo not given),-5,.,-21,101,98,101,103,99,100,100,0
CC(c1ccon1)N(C)Cc1cn(Cc2ccccc2)nc1-c1ccc2c(c1)OCO2 (stereo not given),2,1,-37,93,93,91,104,95,93,94,2
COc1ccc(C(=O)Nc2ccc(S(=O)(=O)Nc3cc(C)nc(C)n3)cc2)cc1OC,0,-6,-20,98,96,103,97,94,98,99,3
Cc1cccc(N2CCN(C(=O)c3ccccc3NC(=O)C3CCCCC3C(=O)O)CC2)c1 (stereo not given),0,19,-35,98,100,98,101,104,104,101,-2
Cc1cc(C)c(S(=O)(=O)N(CC(=O)N2CCCC2)C2CCCCC2)c(C)c1,0,.,-1,101,99,105,102,98,104,102,10
CCN(CC)S(=O)(=O)c1ccc(Cl)c(C(=O)OC)c1,1,.,18,101,103,99,100,106,109,101,10
CCOC(=O)c1ccc(-n2ncc(C(=O)OCC)c2N)cc1,-3,13,3,99,96,96,91,98,102,97,19
Cn1nnnc1SCc1ccccc1F,-2,0,-14,103,102,98,92,103,107,103,6

# Later entries.
SMILES,Mcl-1 Bim block,Pf gamet viab,Mcl1 Bid PPI,Rab2A wt mod,Rac1 act GTP bind,Rab7 wt GTP bind,RGS8-Gao,Cdc42 wt GTP,Rac1 wt GTP bind,HRas wt GTP,Mcl1-Noxa inh
COc1cc2c(cc1NC(=O)CN1CCN(S(=O)(=O)c3ccccc3F)CC1)oc1ccccc12,-2,-3,-47,102,101,105,98,107,110,104,8
COc1ccc(/C=C/C(=O)OCC(=O)NCCC2=CCCCC2)cc1S(=O)(=O)N1CCOCC1,0,14,-20,95,90,101,103,96,93,97,3
O=C(Nc1ccccc1)C(Cc1ccccc1)NC(=O)C12CC3CC(CC(C3)C1)C2 (stereo not given),-2,1,-9,105,101,101,100,102,103,104,-8
N#C/C(C(=O)N1CCOCC1)=C1/SC(Cc2ccc(F)cc2)C(=O)N1c1ccccc1 (stereo not given),-3,23,-7,95,98,98,105,102,106,97,12
COc1ccc(/C=N/n2cnn(Cc3ccccc3Cl)c2=S)cc1OC,-2,.,-16,101,95,95,104,99,95,96,15
CC(C)C(=O)NNC(=O)CN1CCN(c2nc(-c3ccccc3)cs2)CC1,-1,.,-73,95,94,103,103,95,97,97,10
COc1ccc(Cl)cc1NC(=S)N(Cc1ccc(C(=O)O)cc1)Cc1ccc(OC)c(OC)c1,-5,19,-5,101,96,103,96,104,103,100,4
CCCNC(=O)CN(CCc1ccccc1)S(C)(=O)=O,-4,-9,-13,103,99,104,102,103,106,102,-7

# High-throughput results as filed in PubChem.
